# TAAR1 ag: human TAAR1 agonism; Q96RJ0; CHO RD-HGA16 TAAR1, Fluo-8 calcium fluorescence; vehicle wells 0%, saturating PEA agonist 100%; activation, % at 3 µM; 360,000 tested, 0.99% active; AID 624467;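 active means activation above the mean activation of all test compounds in the run plus 3 SD, cut at about 38% in these data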
#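 Signal – calcium-sensitive Fluo-8 signal, excitation 470-495, emission 515-575 nm · System – RD-HGA16 (CHO) cells co-expressing Gα16 and hTAAR1 · Incubation – 17-24 h seeding, 75 min 37 °C dye, 30 min RT · Compound dosing – 3 µM single concentration · Repeats – no replicates (n 1)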
# CHRM1 agonist: agonists of human M1 muscarinic receptor. 360,000 tested, 0.33% active. CHO-K1 hM1, Fluo-8 calcium fluorescence, agonist mode; 0% DMSO, 100% acetylcholine EC100. P11229. activation, % at 3 µM;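 active means activation above the run's mean compound activation plus 3 SD, cut at about 16% in these data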;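 further: peak over basal fluorescence ratio within a 140 s kinetic read after compound addition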
# Target sequence (P11229 whole entry, looked up): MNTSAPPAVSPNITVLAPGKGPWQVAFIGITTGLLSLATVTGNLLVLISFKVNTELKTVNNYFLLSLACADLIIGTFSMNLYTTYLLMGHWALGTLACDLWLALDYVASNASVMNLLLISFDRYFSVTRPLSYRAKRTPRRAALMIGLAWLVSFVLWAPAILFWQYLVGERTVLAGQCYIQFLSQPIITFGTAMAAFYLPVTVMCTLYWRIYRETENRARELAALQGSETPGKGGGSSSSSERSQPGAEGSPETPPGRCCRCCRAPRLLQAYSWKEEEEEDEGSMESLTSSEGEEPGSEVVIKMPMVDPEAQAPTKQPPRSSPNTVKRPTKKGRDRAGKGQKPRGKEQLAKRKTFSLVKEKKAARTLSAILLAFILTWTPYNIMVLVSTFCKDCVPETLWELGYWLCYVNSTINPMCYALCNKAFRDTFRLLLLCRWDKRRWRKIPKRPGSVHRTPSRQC
# CHRM4 antagonist: blocks acetylcholine activation of human M4 receptor; CHO-hM4 cells, ACh EC80, Fluo-8 calcium fluorescence; inhibition, % at 3 µM; AID 624125; 360,000 tested, 0.73% active; P08173;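 active means inhibition above its plate's cutoff, the mean inhibition of sample wells plus 3 SD, cut at about 27% in these data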;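 further: 0% = acetylcholine EC80 with DMSO and 100% = DMSO without agonist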
# Target sequence (P08173 whole entry, looked up): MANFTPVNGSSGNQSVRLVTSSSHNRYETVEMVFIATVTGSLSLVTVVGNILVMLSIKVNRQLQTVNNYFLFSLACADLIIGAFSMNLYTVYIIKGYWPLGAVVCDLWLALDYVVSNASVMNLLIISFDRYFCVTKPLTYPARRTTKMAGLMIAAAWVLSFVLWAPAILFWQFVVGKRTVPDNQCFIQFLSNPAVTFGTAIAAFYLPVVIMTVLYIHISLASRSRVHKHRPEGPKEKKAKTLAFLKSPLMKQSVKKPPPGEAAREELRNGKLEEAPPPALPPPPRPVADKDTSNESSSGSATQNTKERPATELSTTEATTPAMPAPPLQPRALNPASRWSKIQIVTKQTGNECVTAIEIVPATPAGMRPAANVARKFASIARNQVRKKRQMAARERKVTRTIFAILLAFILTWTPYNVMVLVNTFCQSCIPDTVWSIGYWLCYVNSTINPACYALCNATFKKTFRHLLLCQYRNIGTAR
# CHRM1 PAM: potentiates human M1 receptor response to acetylcholine; P11229; CHO-K1 hM1, Fluo-8 calcium fluorescence, ACh EC20; 0% = ACh EC20, 100% = maximal ACh; activation, % at 3 µM; 360,000 tested, 0.088% active; in the data active means activation above about 19%, passing the limit was not always enough
# CHRM5 antagonist: CHRM5 antagonism in calcium assay; P08912; CHO-hM5 cells, Fluo-8 calcium fluorescence, ACh EC80; inhibition, % at 3 µM; 360,000 tested, 0.59% active;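 active means inhibition above a per-plate cutoff, the mean of that plate's test compounds plus 3 SD, cut at about 27% in these data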;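 further: 0% = acetylcholine EC80 with DMSO and 100% = DMSO without agonist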
# CHRM5 PAM: CHRM5 positive allosteric modulation; P08912; CHO-K1 hM5, Fluo-8 calcium, ACh EC20 PAM; 0% = ACh EC20, 100% = ACh EC100; activation, % at 3 µM; 360,000 tested, 0.3% active; AID 624038;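 active means activation above the run cutoff, the mean activation of all test compounds plus 3 SD, cut at about 18% in these data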
#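 Probe or stimulus: acetylcholine, EC20 level; Assay system: human M5 receptor in CHO-K1 cells; Schedule: compound preincubation 140 s before EC20 acetylcholine addition; Technique: intracellular calcium via Fluo-8 fluorescence; Dosing: single-point, 3 µM nominal; Read-out basis: percent activation from peak-over-basal fluorescence ratio, scaled EC20-to-EC100 acetylcholine; Repeats: one well per compound, no replicates.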
# CHRM1 antagonist: human CHRM1 antagonism; AID 588852; 360,000 tested, 1.3% active; CHO-K1 hM1, Fluo-8 calcium fluorescence, ACh EC80 antagonist; inhibition, % at 3 µM;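 active means percent inhibition above its own plate's cutoff, namely the mean of that plate's compound wells plus 3 SD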;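 further: peak over basal fluorescence ratio during 140 s after agonist addition; 0% = ACh EC80 plus DMSO and 100% = DMSO alone without agonist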
# M5 ag: agonists of human muscarinic M5 receptor (CHRM5); P08912; CHO-K1 hM5 cells, Fluo-8 calcium fluorescence; 0% DMSO wells, 100% maximal acetylcholine response; activation, % at 3 µM; 360,000 tested, 0.19% active;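 active means activation above the run's mean over test compounds plus 3 SD, cut at about 23% in these data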;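 further: signal is peak over basal fluorescence ratio across the kinetic read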
# M4 ag: agonists of human muscarinic M4 receptor (CHRM4). P08173. CHO-K1 hM4/Gqi5, Fluo-8 calcium fluorescence; vehicle 0%, full acetylcholine response 100%. activation, % at 3 µM. 360,000 tested, 0.14% active;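 active means activation above the run mean over all test wells plus 3 SD, cut at about 32% in these data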;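 further: peak over basal fluorescence ratio per well then scaled between controls; 0% = DMSO wells and 100% = acetylcholine at EC100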
# The depositor's hits bear a star; · = not tested or not shown. The list is partial; the hit share may differ from the screen's.
item	mol	TAAR1 ag	CHRM1 agonist	CHRM4 antagonist	CHRM1 PAM	CHRM5 antagonist
1	CC1CCCC(CC(=O)O)(CC(=O)O)C1 (centres undefined)	1	1	-6	19	12
2	COc1ccccc1CNC(=O)c1nn(C)c2c1CS(=O)(=O)c1ccccc1-2	7	-5	2	0	22
3	CCNC(=O)C1(C)CCN(C(=O)c2ccc(OC(F)F)cc2)C1 (centres undefined)	1	-1	-5	8	18
4	O=C1NC(Cc2c[nH]c3ccccc23)C(=O)N1Cc1cccc2ccccc12 (centres undefined)	7	-9	-1	3	-7
5	O=C(O)c1ccccc1C(=O)N1CCN(c2cccc(Cl)c2)CC1	17	-5	0	5	1
6	CC(C)N1C(=O)CSC1c1ccc(Br)cc1 (centres undefined)	11	-10	2	10	-2
7	COc1ccc(-c2cc(C(=O)NC(Cc3c[nH]c4ccccc34)C(=O)O)c(C)o2)cc1OC (centres undefined)	8	-7	2	1	-9
8	Cc1noc(C)c1COC(=O)c1cc(C)n(-c2ccccc2)c1C	7	-4	-5	-15	9
9	O=[N+]([O-])c1ccc(N2CCN(S(=O)(=O)c3ccc(Cl)cc3)CC2)cc1NCc1cccnc1	4	-4	5	6	0
10	CCOc1ccc(S(=O)(=O)N(C)c2ccc(OCC(=O)Nc3nc(-c4cc(OC)ccc4OC)cs3)cc2)cc1	1	4	-7	11	10
11	Cc1cc(C)cc(NC(=O)C2C3C=CC4(O3)C2C(=O)N(CCCN(C)C)C4C(=O)NC2CCCC(C)C2C)c1 (centres undefined)	0	-8	-8	6	-1
12	CCOC(=O)C1CCN(C(=O)COC(=O)CNC(=O)c2ccc(C(C)(C)C)cc2)CC1	1	0	-4	3	9
13	Nc1ncnc2c1cnn2-c1ccccc1	3	-1	-2	7	5
14	O=C(Nc1cccc(F)c1)C1CC(=O)N(c2ccc(Br)cc2)C1 (centres undefined)	12	-3	-9	-2	2
15	CC1(c2nnnn2-c2ccc3c(c2)OCCO3)CCC(=O)N1CCc1ccc(O)cc1 (centres undefined)	0	·	9	·	1

item	CHRM5 PAM	CHRM1 antagonist	M5 ag	M4 ag
1	3	-23	0	0
2	-6	1	0	1
3	-2	-10	4	1
4	5	-3	-4	3
5	-4	-5	-11	1
6	0	-1	-6	0
7	1	-3	-1	0
8	-13	23	-3	1
9	-1	-25	-8	0
10	0	-11	3	0
11	4	-7	-3	1
12	0	-12	5	8
13	-6	-29	0	0
14	0	9	0	8
15	-3	·	6	1

# Fetched by compound from the entries so far, two records:
item	mol	TAAR1 ag	CHRM1 agonist	CHRM4 antagonist	CHRM1 PAM	CHRM5 antagonist
3	CCNC(=O)C1(C)CCN(C(=O)c2ccc(OC(F)F)cc2)C1 (centres undefined)	1	-1	-5	8	18
12	CCOC(=O)C1CCN(C(=O)COC(=O)CNC(=O)c2ccc(C(C)(C)C)cc2)CC1	1	0	-4	3	9

item	CHRM5 PAM	CHRM1 antagonist	M5 ag	M4 ag
3	-2	-10	4	1
12	0	-12	5	8

# More records follow.
item	mol	TAAR1 ag	CHRM1 agonist	CHRM4 antagonist	CHRM1 PAM	CHRM5 antagonist
16	O=C(CCn1cccn1)Nc1ccc(-c2ccno2)cc1	1	2	-8	7	3
17	COc1cc(NC(=O)C2=C(C)OCCS2)c(Cl)cc1C(=O)NCCN(C)C	1	-2	-3	20	10
18	Cc1cc(Nc2ncc(Cl)cc2Cl)n[nH]1	1	-4	-3	11	-5
19	O=C(NCc1ccccc1F)C1CCN(C(=O)NCc2ccccc2)CC1	1	-1	4	12	13
20	CN(C)c1ccc(/C=C/c2ccncc2)cc1	10	6	4	0	2
21	CC(=O)Oc1oc(-c2ccccc2)nc1C=Nc1ccccc1	6	-4	-2	0	5
22	O=C(Cc1ccc(F)cc1)NC1CCCC1	4	-5	5	-3	5
23	Cc1ccccc1OCC(O)Cn1c(N2CCN(c3ccccc3)CC2)nc2c1c(=O)[nH]c(=O)n2C (centres undefined)	0	-5	1	10	-6
24	CC12CN3CC(C)(CN(C1)C3c1c[nH]c3ccccc13)C2=O (centres undefined)	5	-7	1	10	1
25	CCN1C(=O)CC(N2CCN(c3ccc(C(=O)c4ccccc4)cc3)CC2)C1=O (centres undefined)	14	0	-5	0	3
26	Cc1ccc(SC(C)C(=O)Nc2ncn[nH]2)cc1 (centres undefined)	6	-5	5	1	-4
27	COc1cccc(C2c3c(oc4cc(C)c(C)cc4c3=O)C(=O)N2CCCN(C)C)c1 (centres undefined)	·	-5	6	1	4
28	CC(=O)N1CCc2ccc(N)cc21	4	0	4	4	9
29	N#Cc1ccc(Cn2c(-c3ccc(F)cc3)noc2=O)cc1	-1	5	-2	5	3
30	CC1CCCN(S(=O)(=O)c2ccc3c(c2)c(=O)nc2ccc(Cl)cn23)C1 (centres undefined)	1	-3	3	3	7

item	CHRM5 PAM	CHRM1 antagonist	M5 ag	M4 ag
16	1	-2	-4	1
17	-1	-15	-4	0
18	4	-12	-1	-1
19	-11	-8	-3	1
20	-6	8	-7	6
21	-3	4	-2	0
22	3	-5	-2	-1
23	-2	-9	1	1
24	0	-3	0	2
25	-3	-11	4	6
26	-3	-1	3	0
27	0	-6	1	0
28	6	5	2	1
29	-5	-13	-10	0
30	4	-3	-3	0

# The list continues.
item	mol	TAAR1 ag	CHRM1 agonist	CHRM4 antagonist	CHRM1 PAM	CHRM5 antagonist
31	Cc1csc(SCc2c(C(=O)O)oc3ccccc23)n1	16	-1	6	1	5
32	CCOC(=O)N1CCN(C(=O)CSCC(=O)Nc2nc(-c3ccccc3)cs2)CC1	14	-1	-23	-13	-8
33	Cc1ccccc1S(=O)(=O)N1C(c2ccc(Cl)c(Cl)c2)CC=C(C(=O)O)C1c1cccc(Br)c1 (centres undefined)	-2	·	2	·	8
34	Cc1ccc(NC(=O)c2nc[nH]c2C(=O)N2CCOCC2)c(C(=O)c2ccccc2)c1	0	-1	-3	3	-7
35	CCCn1cc(S(=O)(=O)c2ccc(C)cc2)c(=O)c2cc(OC)ccc21	0	2	-7	-3	9
36	Cc1nc(N2CCN(c3ccccn3)CC2)c2c(C)c(C(=O)N3CCN(c4ccccc4F)CC3)sc2n1	0	-7	26	-12	18
37	Cc1ccc(NC(=O)Cn2nc(C(=O)O)c3ccccc3c2=O)cc1S(=O)(=O)N1CCCCCC1	-4	-2	4	2	1
38	CCc1ccc(NC(=O)CSc2nnc(Cc3cccn3C)n2-c2ccc(F)cc2)cc1	-2	-5	5	-6	0
39	Cc1cc(C)cc(C(=O)Nc2c3c(nn2C(C)(C)C)CS(=O)(=O)C3)c1	0	-3	-7	-4	-5
40	c1ccc(-c2csc(NC3=NCCCCC3)n2)cc1	8	-7	6	11	1
41	CCCCN(CC(=O)NC(C)(C)C)C(=O)C(=O)Nc1ccc2c(c1)OCCO2	3	0	-7	8	5
42	CC(Oc1ccc(Cl)cc1)C(=O)NCC1CCCO1 (centres undefined)	-3	0	-15	7	16
43	FCCCOc1ccc(/C=N/OCc2ccc(Cl)cc2Cl)cc1	5	-1	-8	-10	7
44	CC(C)(C)OC(=O)NCc1ccc(CNC(=O)c2nc[nH]c2C(=O)NCc2ccc(CNC(=O)OC(C)(C)C)cc2)cc1	8	-1	2	-3	1
45	O=C(CCc1nc2ccccc2c(=O)[nH]1)NCc1ccccn1	5	-5	-3	1	5
46	CCOc1ccc(OCCOCCOc2c(Cl)cccc2Cl)cc1	14	-5	-6	1	7
47	O=C(COc1ccccc1Cl)Nc1nc(-c2ccncc2)cs1	17	1	3	-17	7
48	O=[N+]([O-])c1nn(-c2ccccc2)n(O)c1=NCc1ccc2c(c1)OCO2	3	-6	0	0	7

item	CHRM5 PAM	CHRM1 antagonist	M5 ag	M4 ag
31	0	-12	-2	0
32	-4	13	8	13
33	-7	·	-4	1
34	2	0	3	4
35	-4	10	-4	1
36	-12	15	-5	11
37	7	5	5	-1
38	-1	2	3	0
39	8	7	6	1
40	0	-6	-1	0
41	4	-13	4	2
42	1	-2	-2	1
43	-7	-1	-4	0
44	-10	2	5	8
45	-3	-1	-1	0
46	-1	-6	-3	0
47	-28	12	-2	20
48	-7	-4	-1	1

# By substructure, the compounds so far containing fluorine.
item	mol	TAAR1 ag	CHRM1 agonist	CHRM4 antagonist	CHRM1 PAM	CHRM5 antagonist
3	CCNC(=O)C1(C)CCN(C(=O)c2ccc(OC(F)F)cc2)C1 (centres undefined)	1	-1	-5	8	18
14	O=C(Nc1cccc(F)c1)C1CC(=O)N(c2ccc(Br)cc2)C1 (centres undefined)	12	-3	-9	-2	2
19	O=C(NCc1ccccc1F)C1CCN(C(=O)NCc2ccccc2)CC1	1	-1	4	12	13
22	O=C(Cc1ccc(F)cc1)NC1CCCC1	4	-5	5	-3	5
29	N#Cc1ccc(Cn2c(-c3ccc(F)cc3)noc2=O)cc1	-1	5	-2	5	3
36	Cc1nc(N2CCN(c3ccccn3)CC2)c2c(C)c(C(=O)N3CCN(c4ccccc4F)CC3)sc2n1	0	-7	26	-12	18
38	CCc1ccc(NC(=O)CSc2nnc(Cc3cccn3C)n2-c2ccc(F)cc2)cc1	-2	-5	5	-6	0
43	FCCCOc1ccc(/C=N/OCc2ccc(Cl)cc2Cl)cc1	5	-1	-8	-10	7

item	CHRM5 PAM	CHRM1 antagonist	M5 ag	M4 ag
3	-2	-10	4	1
14	0	9	0	8
19	-11	-8	-3	1
22	3	-5	-2	-1
29	-5	-13	-10	0
36	-12	15	-5	11
38	-1	2	3	0
43	-7	-1	-4	0
